# High-throughput results deposited in PubChem by several laboratories.
# H9c2 protect: cardioprotection against H2O2-induced cell death, primary screen, uHTS, H9c2 cells, ATPLite luminescence. protection from H2O2 cell death, % at 20 µM. AID 588492, 2011. hit rate 0.63% among 360,000. H9c2 cardiomyocytes, H2O2 injury protection, 2 h;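 active means compounds giving at least 50% protection of heart cells from peroxide-induced death in the single-dose screen, raw or plate-pattern-corrected value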;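 further: 0% = DMSO wells with peroxide and 100% = DMSO wells without peroxide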
# ABCB6 inh MLPCN: ABCB6 transporter inhibitors, primary screen, K562-ABCB6 cells, flow cytometry, MLPCN library | ATP-binding cassette sub-family B member 6 (Homo sapiens), Q9NP58 | K562-ABCB6 porphyrin accumulation, 1 h; active compounds read low | fluorescence ratio to DMSO, % at 10 µM | hit rate 0.19% among 360,000;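 active means fluorescence ratio to DMSO below 75%, the collection mean minus 3 SD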;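 further: signal is porphyrin accumulated inside mitochondria; 100% equals median channel fluorescence of DMSO control wells; lower ratio means ABCB6 inhibition with less porphyrin fluorescence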
# NCOA2 inhibitor: inhibition of GAL4-SRC2 driven luciferase reporter, primary screen, SRC2 inhibitor project, cell-based, luminescence | Nuclear receptor coactivator 2 (Homo sapiens), Q15596 | HEK293 GAL4-SRC2 luciferase reporter | inhibition, % at 9 µM | hit rate 0.17% among 370,000;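 active means inhibition above the mean inhibition of all tested compounds plus 3 SD, set per campaign, cut at about 52% in these data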;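 further: 0% = DMSO treated cells and 100% = cells given Gossypol at 36 µM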
# MC4R barr agon: MC4R agonists recruiting beta-arrestin, primary screen, cell-based, luminescence, agonist arm of biased-ligand search. activation, % at 8.9 µM. hit rate 0.98% among 360,000. U2OS MC4R beta-arrestin complementation; percent of melanotan II response, DMSO zero;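 active means activation above a per-plate cutoff, the mean activation of sample wells on that plate plus 3 SD, cut at about 8% in these data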
# Target sequence (P32245 whole entry, looked up): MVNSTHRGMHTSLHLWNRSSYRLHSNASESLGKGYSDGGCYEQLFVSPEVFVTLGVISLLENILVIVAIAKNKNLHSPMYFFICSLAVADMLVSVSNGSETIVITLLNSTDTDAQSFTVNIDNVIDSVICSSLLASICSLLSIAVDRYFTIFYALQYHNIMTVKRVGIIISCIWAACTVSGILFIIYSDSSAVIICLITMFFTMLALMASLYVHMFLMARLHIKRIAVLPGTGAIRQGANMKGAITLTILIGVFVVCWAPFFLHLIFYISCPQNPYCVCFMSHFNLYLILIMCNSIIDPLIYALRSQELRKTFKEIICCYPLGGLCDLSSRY
# TLR9-MyD88 inh: inhibitors of TLR9-MyD88 association in cells, primary screen, cell-based, CHO, BLA complementation, fluorescence | Toll-like receptor 9 (Homo sapiens) + Myeloid differentiation primary response protein … | CCF4 FRET ratio | inhibition, % at 4.98 µM | hit rate 0.21% among 340,000 | AID 504734, 2011;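 active means inhibition above the mean over all tested compounds plus 3 SD, cut at about 21% in these data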;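 further: 0% = DMSO only wells and 100% = clavulanate BLA inhibitor control wells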
# MC4R antag cAMP: MC4R antagonists of cAMP signaling, primary screen, cell-based, TR-FRET, antagonist arm of biased-ligand search. Melanocortin receptor 4 (Homo sapiens), P32245. MC4R-expressing cells, MTII-stimulated cAMP, LANCE TR-FRET. inhibition, % at 6.5 µM. hit rate 0.48% among 360,000;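 active means inhibition above its plate's cutoff, the mean of tested wells on that plate plus 3 SD, cut at about 29% in these data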;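 further: 0% = Melanotan II alone and 100% = Melanotan II plus saturating MCL0020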
#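 Material – human MC4R-expressing U2OS cells · Repeats – no replicates · Detection – TR-FRET with Eu-cAMP and labeled anti-cAMP, 671 nm · Times – compound 30 min, challenge 1 h, detection 1 h · Compound – single nominal compound dose of 6.5 µM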
# m5-HT2A agonist: mouse Htr2a agonists via beta-arrestin recruitment, primary screen, cell-based, luminescence; 5-hydroxytryptamine receptor 2A (Mus musculus), P35363; CHO-K1 mHTR2A beta-arrestin complementation; percent of 30 µM serotonin response; activation, % at 7.6 µM; hit rate 0.66% among 360,000; AID 624169, 2012;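 active means activation above a run cutoff, the mean activation of all tested compounds plus 3 SD, cut at about 14% in these data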;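 further: 0% = plate median of compound wells and 100% = 30 µM serotonin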
# ABHD5 PLIN5 PPI: ABHD5-PLIN5 interaction inhibitors, primary screen, cell lysate, split luciferase complementation, luminescence; Split G. princeps luciferase complementation, 4 h; inhibition, % at 4 µM; hit rate 0.78% among 360,000; Perilipin-5 (Homo sapiens) + 1-acylglycerol-3-phosphate O-acyltransferase ABHD5 (Homo …;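 active means inhibition above the mean inhibition across every tested compound plus 3 SD, cut at about 22% in these data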;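 further: 0% = DMSO only wells and the 100% control is not disclosed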
# NOD2 RIPK2 PPI: NOD2-RIPK2 binding disruptors in cells, primary screen, fluorescence, CHO cells, BLA complementation; inhibition, % at 4.98 µM; hit rate 0.38% among 360,000; AID 624267, 2012; CCF4 ratio; in the data active means inhibition above about 21%;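 further: 0% = vehicle only and 100% = reference blocker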
# Target sequence (O43353 whole entry, looked up): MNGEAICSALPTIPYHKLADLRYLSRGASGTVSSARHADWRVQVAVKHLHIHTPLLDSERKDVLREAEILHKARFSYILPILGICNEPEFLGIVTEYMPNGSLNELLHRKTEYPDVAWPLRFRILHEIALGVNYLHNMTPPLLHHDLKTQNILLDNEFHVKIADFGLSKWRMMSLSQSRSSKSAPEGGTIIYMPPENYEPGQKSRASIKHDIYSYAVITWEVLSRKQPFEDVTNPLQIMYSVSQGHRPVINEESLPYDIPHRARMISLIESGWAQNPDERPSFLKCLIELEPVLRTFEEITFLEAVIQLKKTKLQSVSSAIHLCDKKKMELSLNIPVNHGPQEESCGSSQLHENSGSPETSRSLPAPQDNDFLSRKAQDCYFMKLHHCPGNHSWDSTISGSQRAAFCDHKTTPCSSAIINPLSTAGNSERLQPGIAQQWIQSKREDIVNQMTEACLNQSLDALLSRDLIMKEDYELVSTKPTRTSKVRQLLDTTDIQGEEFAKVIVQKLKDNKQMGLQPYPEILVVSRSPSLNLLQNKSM
# Glyco luc inh: increase of ERlucT glycosylation luciferase signal, primary screen, N-linked glycosylation inhibitor project, D54 ERlucT cells, luminescence, set 2 | AID 588692, 2011 | reporter increase, % at 12.5 µM | D54 ERlucT glycosylation luciferase reporter, 24 h; percent of 100 nM tunicamycin response | hit rate 0.23% among 360,000;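 active means mean luciferase reporter signal, scaled so untreated is 0 and the glycosylation-blocking control 100, at or above a set limit in every replicate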;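 further: luciferase carries N-glycosylation sites so blocking glycosylation raises the light; 0% = median of neutral control wells and 100% = median of 100 nM tunicamycin wells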
# * hit, by the source's call; . = no result given. Not all compounds are listed, so the mix of outcomes need not match the whole.
SMILES,H9c2 protect,ABCB6 inh MLPCN,NCOA2 inhibitor,MC4R barr agon,TLR9-MyD88 inh,MC4R antag cAMP,m5-HT2A agonist,ABHD5 PLIN5 PPI,NOD2 RIPK2 PPI,Glyco luc inh
Cc1cc(OCC(=O)N(Cc2ccccc2)C2CCS(=O)(=O)C2)ccc1Cl (stereo not given),-2.1,98.0,-22.9,-2.7,-10.1,4.3,3.5,3.8,-8.7,-0.4
CN(CC(=O)Nc1cc(Cl)ccc1C#N)C1CCS(=O)(=O)C1 (stereo not given),4.6,101.0,-13.3,-0.1,1.1,2.6,0.8,0.6,-4.0,1.4
N#CCCN(C(=O)COC(=O)/C=C/c1cccs1)c1ccccc1,9.3,98.0,-20.9,-1.8,-12.5,1.3,3.0,2.9,-8.7,0.2
COCCN(C(=O)C1=COCCO1)c1c(N)n(CC(C)C)c(=O)[nH]c1=O,11.8,97.0,-2.2,0.2,-15.8,-6.7,3.1,-5.0,-1.0,2.7
O=C(CSc1ccc2nnc(-c3ccccn3)n2n1)Nc1ccc2c(c1)OCCO2,14.2,101.0,-9.1,0.6,-5.2,-1.0,-3.3,-10.7,-7.0,2.7
O=S(=O)(Nc1cc(S(=O)(=O)N2CCOCC2)ccc1NCC1CCCO1)c1ccc(F)cc1 (stereo not given),-2.4,95.0,-43.3,-2.5,-0.3,6.0,-4.1,2.7,0.3,1.8
COc1ccc(CCC(=O)NCc2ccco2)cc1,21.3,90.0,-13.6,1.6,4.1,3.1,0.0,10.9,-14.4,.
O=S1(=O)CCC(N=Cc2ccc(-c3ccc(Cl)cc3)o2)C1 (stereo not given),4.1,101.0,-2.1,-0.5,-4.7,1.4,3.3,-0.2,-11.9,0.6
Cc1ccc2c(c1)N(CC(=O)NCc1cccnc1)C(=O)CO2,0.5,95.0,-5.7,-0.6,-9.0,-0.4,-0.5,-5.5,0.7,0.5
COc1ccc(CC(N)c2csc(NC(=O)Nc3ccccc3Cc3ccccc3)n2)cc1 (stereo not given),-21.4,99.0,-12.1,7.4,.,1.2,11.5,2.3,-3.1,-7.8
Cc1cc(Cl)cc(Br)c1OCCCNCC(C)O (stereo not given),1.5,91.0,-11.5,-1.5,-3.0,12.4,1.1,7.8,-11.2,-2.1
Cc1ccc(/C=C2/NC(=O)N(Cc3ccccc3)C2=O)s1,0.7,125.0,-10.1,-0.5,16.5,8.4,-1.4,-3.2,7.0,2.0
Cc1cn([C@H]2C[C@H](O)[C@@H](CCC(=O)NCCCc3ccccc3)O2)c(=O)[nH]c1=O,1.9,100.0,7.1,.,.,.,1.6,-2.2,-6.0,-0.5
Cc1cccc(-c2nnc(N)s2)c1,-0.8,110.0,-17.7,1.4,-8.4,5.4,0.9,2.2,-3.3,-1.2
N#C/C(=C\c1ccncc1)c1nc2ccccc2[nH]1,18.0,104.0,-36.8,-1.4,.,-17.6,1.2,2.4,-10.8,6.2
Cc1ccc(S(=O)(=O)N2CC(=NN=C(N)N)C2)cc1,-3.1,97.0,-20.4,-0.2,1.4,-1.4,-3.6,9.0,0.2,1.2
Cc1ccc(CC(NC(=O)C2CCCCC2)C(=O)O)cc1 (stereo not given),9.0,103.0,-6.2,-1.6,-4.6,9.9,4.7,-1.2,-4.7,1.2
COc1ccc(-c2nnc(Nc3ccc(S(=O)(=O)Nc4nccs4)cc3)c3ccccc23)cc1,4.7,90.0,-3.5,0.3,-10.9,2.9,-3.0,1.2,8.9,-1.8
CCOC(=O)c1sc2ncn(C(C)C(=O)OCC)c(=O)c2c1C (stereo not given),14.2,102.0,-14.8,2.2,-11.5,10.7,-0.7,1.2,0.3,0.3
Cn1c(N)c(C(=O)COC(=O)C(Cc2ccccc2)NC(=O)c2ccccc2)c(=O)n(C)c1=O (stereo not given),5.0,97.0,13.6,-1.9,-0.1,15.2,-3.3,-5.0,0.4,1.1
COc1cccc(CN2CCCC(C(=O)c3ccc4c(c3)OCO4)C2)c1OC (stereo not given),5.4,101.0,5.4,-0.6,6.0,0.3,-2.7,3.2,-3.9,-0.1
Clc1ccc(-c2noc(CSc3nnc(-c4ccncc4)n3-c3ccccc3)n2)cc1,-13.2,93.0,25.8,0.4,1.2,3.8,0.5,3.3,6.3,-5.9
O=C(CCC1CCCC1)Nc1cccn(Cc2ccccc2Br)c1=O,-10.2,92.0,-28.2,-1.3,-15.8,2.4,-0.6,-9.0,8.0,-2.5
COc1ccc(C(=S)N2CCOCC2)cc1OC(=O)c1ccccc1,-0.9,167.0,-15.3,1.8,0.4,-1.9,4.6,2.1,-20.7,-0.1
CC1CCC(C(C)C)C(NC(=O)c2ccncc2)C1 (stereo not given),-1.0,93.0,.,.,.,.,-3.2,2.6,-2.8,-1.3
Cc1ccccc1C(=O)NNC1=NCCC1,-4.4,105.0,4.5,0.1,-0.1,0.8,4.3,-5.2,8.9,-1.3
O=C(NCc1cccnc1)c1ccc(Cl)c(Cl)c1,10.7,95.0,-7.5,-0.2,-2.9,-3.1,-0.5,3.3,-14.7,0.3
COc1ccc(-c2oc3cccnc3c2C#CC2(O)CCCCC2)cc1,40.2,96.0,-14.6,0.8,6.1,2.3,5.7,-1.3,-12.5,-1.5
CNc1ccc(OC)cc1-n1cnc(-c2ccc([N+](=O)[O-])cc2)c1,-1.3,97.0,-22.6,-0.3,10.0,7.0,-1.5,-1.8,4.5,0.6
COC(=O)c1cc2c(n1S(=O)(=O)c1ccc(C)cc1)C(=O)C(=O)c1[nH]cc(C(=O)OCc3ccccc3)c1-2,-20.3,100.0,.,37.4*,-6.5,-27.2,-1.3,-30.4,-3.8,-20.7
Nc1nnc(SCc2nc3scc(-c4ccccc4)c3c(=O)[nH]2)s1,-10.9,159.0,-9.3,1.6,3.1,24.8,2.8,2.5,-10.7,0.6
COc1ccc(C2CC3(CC(C)(C)NC(=O)N3)Oc3cc(O)ccc32)cc1 (stereo not given),0.0,93.0,-20.4,0.9,-3.9,5.3,1.9,4.0,-8.3,-6.1
CC(C(=O)NCC1CCCCC1)N1CCN(S(=O)(=O)c2ccccc2F)CC1 (stereo not given),-2.3,102.0,3.5,2.9,0.0,11.5,-2.2,0.8,-13.3,0.5
Cc1nc(SCC(=O)NCc2ccccc2)c2c(=O)n(C)c(=O)n(C)c2n1,33.7,96.0,-7.2,0.3,-8.5,7.4,0.5,-4.5,-3.3,2.0
CCN(CC)CCn1c(NCc2ccccn2)nc2ccccc21,10.4,97.0,-10.4,1.7,15.7,13.8,-3.0,6.5,-14.9,-1.2
Cc1ccc(C(=O)OCC(=O)NCCNC(=O)COC(=O)c2ccc(C)s2)s1,-3.8,100.0,-9.4,-4.8,-1.9,10.7,-1.4,-3.6,3.6,0.3
NC(N)=Nc1nc2ccc([N+](=O)[O-])cc2[nH]1,-1.6,79.0,-11.4,-1.3,-0.8,0.1,-4.5,-2.1,-3.5,2.9
O=C(/C=C/c1ccc(Cl)cc1)Nc1ccc(N2CCOCC2)cc1,0.8,93.0,4.9,2.2,-6.5,4.2,-1.9,-3.4,-1.9,0.7
Cc1ccc(CN(C)CC(=O)Nc2ccccc2C(=O)NC2CC2)o1,3.5,97.0,11.7,-2.6,3.9,-1.0,2.7,-1.4,-0.4,1.2
O=C1N/C(=N\N=C\c2cccs2)SC1Cc1ccc(Cl)cc1Cl (stereo not given),11.8,102.0,-2.3,-0.9,-3.5,-10.4,2.4,2.5,-6.0,17.3
CSc1cccc(NC(=O)C2CCCN(S(=O)(=O)c3ccc(F)cc3)C2)c1 (stereo not given),-6.5,107.0,-1.1,2.7,1.9,1.7,-5.7,-12.1,-4.8,-2.6
CC1=C/C(=N\S(=O)(=O)c2ccccc2)C(C(C)C)=CC1=O,63.7*,99.0,1.4,-2.5,-9.9,21.6,-2.4,4.1,-4.4,0.5
O=C(Nc1ccc(NS(=O)(=O)c2ccccc2)cc1)c1ccccc1,-0.9,92.0,-11.1,-2.4,-2.0,4.7,-7.2,3.1,-0.1,-2.0
O=C(O)CC(=O)Nc1ccccc1C(=O)O,11.5,96.0,-6.9,-1.2,6.0,0.4,2.0,1.2,-4.2,0.6
CCCn1c(Nc2ccc(Cl)cc2)nc2ccccc21,-11.0,95.0,-8.3,0.5,-12.9,-4.1,2.1,-9.6,-10.8,-2.3
O=C(O)c1ccccc1NC(=O)N1CCOCC1,2.6,97.0,-31.8,-1.8,-1.1,9.1,-3.1,-4.3,1.9,2.9

# 7 compounds already listed, ordered by formula weight, highest first:
SMILES,H9c2 protect,ABCB6 inh MLPCN,NCOA2 inhibitor,MC4R barr agon,TLR9-MyD88 inh,MC4R antag cAMP,m5-HT2A agonist,ABHD5 PLIN5 PPI,NOD2 RIPK2 PPI,Glyco luc inh
COc1ccc(-c2nnc(Nc3ccc(S(=O)(=O)Nc4nccs4)cc3)c3ccccc23)cc1,4.7,90.0,-3.5,0.3,-10.9,2.9,-3.0,1.2,8.9,-1.8
CSc1cccc(NC(=O)C2CCCN(S(=O)(=O)c3ccc(F)cc3)C2)c1 (stereo not given),-6.5,107.0,-1.1,2.7,1.9,1.7,-5.7,-12.1,-4.8,-2.6
COc1ccc(C2CC3(CC(C)(C)NC(=O)N3)Oc3cc(O)ccc32)cc1 (stereo not given),0.0,93.0,-20.4,0.9,-3.9,5.3,1.9,4.0,-8.3,-6.1
O=C(Nc1ccc(NS(=O)(=O)c2ccccc2)cc1)c1ccccc1,-0.9,92.0,-11.1,-2.4,-2.0,4.7,-7.2,3.1,-0.1,-2.0
CNc1ccc(OC)cc1-n1cnc(-c2ccc([N+](=O)[O-])cc2)c1,-1.3,97.0,-22.6,-0.3,10.0,7.0,-1.5,-1.8,4.5,0.6
N#C/C(=C\c1ccncc1)c1nc2ccccc2[nH]1,18.0,104.0,-36.8,-1.4,.,-17.6,1.2,2.4,-10.8,6.2
Cc1ccccc1C(=O)NNC1=NCCC1,-4.4,105.0,4.5,0.1,-0.1,0.8,4.3,-5.2,8.9,-1.3
